From PubChem BioAssay
Yp Topo-I inh: Yersinia pestis topoisomerase I inhibitors, primary screen, biochemical, cleavage product accumulation, plate reader, single point | 0.064% of 360,000 active | Y. pestis Topo-I cleavage product accumulation | activity, % at 10 µM | AID 504884, 2011 | DNA topoisomerase I (Yersinia pestis CO92); in the data active = activity above about 50%, passing the limit was not always enough; note: inactives centre near 2
Anthrax LF prot: Bacillus anthracis LF protease inhibitors, primary screen, biochemical, multiplex microsphere, MLPCN library | Lethal factor (Bacillus anthracis), P15917 | multiplex microsphere protease cleavage assay | inhibition, % at 10 µM | 0.12% of 360,000 active | AID 588501, 2011; note: plate controls were buffer without enzyme for full effect and enzyme alone for no effect
Target sequence (P15917 whole entry, looked up): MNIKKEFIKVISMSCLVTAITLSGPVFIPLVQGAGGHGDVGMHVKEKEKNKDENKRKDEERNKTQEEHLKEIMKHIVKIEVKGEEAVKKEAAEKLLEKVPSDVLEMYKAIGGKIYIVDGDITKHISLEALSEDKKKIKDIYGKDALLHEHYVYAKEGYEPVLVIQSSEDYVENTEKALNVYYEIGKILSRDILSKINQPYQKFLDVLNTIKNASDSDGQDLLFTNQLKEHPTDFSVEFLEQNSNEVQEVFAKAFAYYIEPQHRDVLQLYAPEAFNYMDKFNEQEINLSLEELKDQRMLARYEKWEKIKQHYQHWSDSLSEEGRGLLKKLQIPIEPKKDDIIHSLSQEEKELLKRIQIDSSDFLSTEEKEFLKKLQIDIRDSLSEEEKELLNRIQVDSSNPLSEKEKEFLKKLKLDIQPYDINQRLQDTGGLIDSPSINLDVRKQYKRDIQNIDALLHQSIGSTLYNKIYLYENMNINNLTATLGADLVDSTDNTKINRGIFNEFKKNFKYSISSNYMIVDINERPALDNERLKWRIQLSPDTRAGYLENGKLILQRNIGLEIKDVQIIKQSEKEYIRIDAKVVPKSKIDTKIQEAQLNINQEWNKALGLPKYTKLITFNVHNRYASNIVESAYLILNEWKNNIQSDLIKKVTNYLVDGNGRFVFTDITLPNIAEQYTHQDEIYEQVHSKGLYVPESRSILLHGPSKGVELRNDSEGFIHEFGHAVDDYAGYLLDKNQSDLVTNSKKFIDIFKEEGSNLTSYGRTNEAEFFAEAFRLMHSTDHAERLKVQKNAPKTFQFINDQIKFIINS
PriA SSB inh: inhibitors of Klebsiella pneumoniae PriA binding to SSB C-terminal tail, primary screen, biochemical, AlphaScreen; PriA–SSB C-terminal tail interaction (Klebsiella pneumoniae); AlphaScreen SSBct-PriA binding, biotinylated peptide; inhibition, % at 33 µM; 0.6% of 430,000 active; AID 1272365, 2023; in the data active = inhibition mostly above about 37%, no sharp cut-off; inactive = mostly below about 20%;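 note: plate controls were negative control peptide for no effect and reference peptide for full effect; strong numbers were not always called active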
CCHF vOTU inh: CCHFV vOTU protease inhibitors, primary screen, biochemical, Pep-AMC substrate, fluorescence. Crimean-Congo hemorrhagic fever virus L polyprotein viral ovarian tumor (vOTU) protease …. inhibition, % at 11.5 µM. 0.55% of 370,000 active. AID 651958, 2012; in the data active = inhibition above about 30%; note: 0% = vehicle wells with enzyme and 100% = no enzyme wells
BH1578 lux ind: inducers of Vibrio cholerae quorum light production without autoinducers, primary screen, BH1578 luxS cqsA deficient, single point; V. cholerae BH1578 lux reporter, luminescence, 6 h; activation, % at 18.7 µM; 0.16% of 350,000 active; in the data active = activation mostly above about 9.7%, no sharp cut-off; note: not every result past the cut was called active; inactives centre near 0; reference of the scale not given here
3CLpro inhibitor: SARS-CoV 3CLpro protease inhibitors, primary screen, biochemical, quenched FRET. inhibition, % at 6 µM. 0.14% of 290,000 active. recombinant SARS-CoV 3CLpro, quenched FRET peptide cleavage; in the data active = inhibition above about 12%
BoNT A protease: BoNT/A light chain protease inhibitors, primary screen, biochemical, flow cytometry, MLPCN library; Botulinum neurotoxin type A light chain protease (Clostridium botulinum A str. ATCC 3502); multiplex microsphere protease substrate cleavage; inhibition, % at 10 µM; 0.17% of 360,000 active; note: plate controls were buffer without enzyme for full effect and enzyme alone for no effect
DUSP3 inh: VHR1 phosphatase inhibitors, primary screen, biochemical, absorbance, uHTS; 0.52% of 290,000 active; inhibition, % at 13.3 µM; recombinant VHR phosphatase, pNPP absorbance; AID 1654, 2009; in the data active = inhibition above about 50%; note: some compounds called inactive have numbers as strong as hits
PfHsp40 rescue: rescue of yeast from PfHsp40 toxicity, primary screen, S. cerevisiae, ATP luminescence; S. cerevisiae expressing PfHsp40, growth rescue; growth rescue, % at 12.5 µM; 0.68% of 340,000 active; AID 504582, 2011; in the data active = growth rescue above about 28%, passing the limit was not always enough;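 note: yeast W303a lacking pdr1 and pdr3 grown in galactose medium; growth measured after three days at 30 °C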
TcdB GH inh: TcdB glycohydrolase inhibitors, primary screen, biochemical, single point, plate reader; AID 652162, 2013; 0.24% of 350,000 active; TcdB glycohydrolase enzymatic assay; inhibition, % at 9.99 µM; in the data active = inhibition above about 10%
An asterisk follows results filed as active; i = inactive; . = no result given. Cut-off read from the data, not from the text of the source, unless noted: active = inhibition above about 30%; inconclusive = no clear call, values can overlap the other calls; inactive = below that. Not all compounds are listed. The share of hits here may be higher or lower than overall.

SMILES | Yp Topo-I inh | Anthrax LF prot | PriA SSB inh | CCHF vOTU inh | BH1578 lux ind | 3CLpro inhibitor | BoNT A protease | DUSP3 inh | PfHsp40 rescue | TcdB GH inh
CNC(=O)COc1coc(CN2CCN(c3ccc(OC)cc3)CC2)cc1=O | 0 | 4 | 3 | 11 | -0.2 | 2 | 10 | -9 | -1.2 | 2.3
O=C(NCCN1CCOCC1)C1(C(F)(F)F)C/C(=C\Cc2ccccc2)CCCO1 (stereo unspecified) | 42 | -3 | 5 | -3 | i | . | 0.7 | . | 0.3 | 0.9
CCOC(=O)c1c(C)n(C)c2ccc(OC)c([N+](=O)[O-])c12 | 5 | -1 | -4 | 7 | -2.9 | 3 | 0.2 | -28 | 5.4 | 0.4
C=CCn1c(O)c(C(C)=NCCCN2CCOCC2)c(=O)[nH]c1=O | 6 | 0 | -15 | -14 | -0.4 | 0 | -0.9 | 24 | -0.4 | 1.5
COc1ccc(C)cc1NC(=O)Nc1ccncc1 | -4 | -2 | -7 | 12 | -0.1 | -1 | -0.2 | 7 | -0.7 | 1.2
Cc1ccc(CCNC(=O)CCCn2nc(C)c3c(C)n(-c4ccc(C)cc4)nc3c2=O)cc1 | -3 | -1 | 1 | -4 | i | -3 | 0.2 | -8 | -0.5 | -1.9
O=C(C1Cc2ccccc2CN1C(=O)c1ccco1)N1CCN(c2ccccc2)CC1 (stereo unspecified) | 19 | -4 | 0 | -9 | -0.3 | . | 0.6 | . | -1.0 | 1.3
CCOC(=O)c1sc(NC(=O)CC)nc1C | 2 | 1 | 2 | 0 | -0.3 | 0 | 0.3 | 26 | 0.5 | 0.9
CC(=O)Nc1ccc(NC(=O)CC23CC4CC(CC(C4)C2)C3)cc1 | 7 | -4 | 3 | 16 | -0.4 | -1 | -1.7 | 30 | -0.6 | -4.2
O=C(COC(=O)c1cccc([N+](=O)[O-])c1)NC1CCCC1 | 4 | 5 | -2 | -5 | i | -1 | -2.8 | -29 | -0.8 | 0.0
COc1cc(/C=C(\C#N)C(=O)N2CCOCC2)ccc1OCc1ccccc1 | 25 | -2 | -20 | 8 | 0.6 | -1 | -1.0 | 6 | -0.2 | 1.5
O=C(CCC(=O)N1CCC2(CC1)OCCO2)Nc1nnc(C(F)(F)F)s1 | 5 | -1 | 9 | -11 | i | 6 | 1.0 | 18 | -1.5 | 1.9
O=C(Nc1ccc(S(=O)(=O)N2CCCC2)cc1)C1CCN(S(=O)(=O)c2ccc(F)cc2)CC1 | 6 | 1 | 4 | 3 | i | . | -0.5 | . | 2.3 | 1.3
O=C(O)c1cccc(NC(=S)NC(=O)c2cncc(Br)c2)c1 | -6 | . | -10 | -3 | -0.1 | . | . | . | 0.1 | -1.6
CC1(C)Cc2c(sc(NC(=O)COc3cccc4ccccc34)c2C#N)C(C)(C)N1 | -3 | -6 | -7 | -4 | -0.5 | -1 | -3.0 | 20 | 1.4 | 1.5
COc1ccc(N(CC(=O)N2CCc3ccccc3C2)S(C)(=O)=O)cc1OC | 7 | -1 | -14 | -4 | i | -5 | -1.5 | 30 | 2.0 | .
CC(C)(C)OC(=O)N1CCCC(C(=O)Nc2ccc(C(=O)NCc3ccccc3)cc2)C1 (stereo unspecified) | 7 | -4 | -11 | 28 | i | . | -0.1 | . | 1.7 | -0.3
O=C(N/N=C\c1cccc(Cl)c1)c1n[nH]c2c1CCCC2 | -2 | -1 | . | 12 | -0.2 | 2 | 0.1 | -20 | 0.0 | -0.2
COCCN(CCOC)Cc1cc(=O)oc2cc(OC)ccc12 | . | -6 | . | -9 | . | . | -0.3 | . | . | 0.6
O=C(C=Cc1cccs1)c1cccs1 | 3 | -6 | -1 | 9 | -4.3 | . | 0.7 | . | -0.3 | -0.3
Cc1cccc(C(C)C)c1NC(=O)C1CN(S(=O)(=O)c2ccccc2)CCN1S(=O)(=O)c1ccccc1 (stereo unspecified) | 13 | 37* | 0 | 8 | -2.7 | 1 | 38* | 5 | 0.0 | 1.2
O=c1[nH]c(C2CCN(S(=O)(=O)c3ccccc3)CC2)nc2c1nnn2Cc1cccc(Cl)c1 | 14 | -4 | 0 | 28 | -0.2 | 7 | 0.9 | -14 | 3.3 | 0.9
Cn1c(=O)c2c(nc(N3CCc4ccccc4C3)n2C)n(C)c1=O | -2 | -5 | 5 | 6 | -0.3 | 4 | 1.4 | -8 | 1.1 | 1.6
O=C(OCCCN1C(=O)c2ccccc2C1=O)c1ccco1 | -3 | 0 | 7 | 4 | 0.7 | -2 | -0.8 | -6 | -1.3 | .
CCc1ccccc1NC(=O)CN1CCN(C(=O)c2cc(C3CC3)nn2-c2ccccc2)CC1 | 30 | 2 | . | -9 | 0.8 | . | -0.6 | . | . | 0.0
COc1ccc(NC(=S)N2CCN(Cc3ccco3)CC2)c(OC)c1 | -8 | -4 | 9 | 4 | 3.4 | 6 | -1.0 | 27 | 0.8 | 0.1

Compounds above containing an aryl methoxy group:
SMILES | Yp Topo-I inh | Anthrax LF prot | PriA SSB inh | CCHF vOTU inh | BH1578 lux ind | 3CLpro inhibitor | BoNT A protease | DUSP3 inh | PfHsp40 rescue | TcdB GH inh
CNC(=O)COc1coc(CN2CCN(c3ccc(OC)cc3)CC2)cc1=O | 0 | 4 | 3 | 11 | -0.2 | 2 | 10 | -9 | -1.2 | 2.3
CCOC(=O)c1c(C)n(C)c2ccc(OC)c([N+](=O)[O-])c12 | 5 | -1 | -4 | 7 | -2.9 | 3 | 0.2 | -28 | 5.4 | 0.4
COc1ccc(C)cc1NC(=O)Nc1ccncc1 | -4 | -2 | -7 | 12 | -0.1 | -1 | -0.2 | 7 | -0.7 | 1.2
COc1cc(/C=C(\C#N)C(=O)N2CCOCC2)ccc1OCc1ccccc1 | 25 | -2 | -20 | 8 | 0.6 | -1 | -1.0 | 6 | -0.2 | 1.5
COc1ccc(N(CC(=O)N2CCc3ccccc3C2)S(C)(=O)=O)cc1OC | 7 | -1 | -14 | -4 | i | -5 | -1.5 | 30 | 2.0 | .
COCCN(CCOC)Cc1cc(=O)oc2cc(OC)ccc12 | . | -6 | . | -9 | . | . | -0.3 | . | . | 0.6
COc1ccc(NC(=S)N2CCN(Cc3ccco3)CC2)c(OC)c1 | -8 | -4 | 9 | 4 | 3.4 | 6 | -1.0 | 27 | 0.8 | 0.1

Whole records from above.
CCOC(=O)c1sc(NC(=O)CC)nc1C reads Yp Topo-I inh = 2; Anthrax LF prot = 1; PriA SSB inh = 2; CCHF vOTU inh = 0; BH1578 lux ind = -0.3; 3CLpro inhibitor = 0; BoNT A protease = 0.3; DUSP3 inh = 26; PfHsp40 rescue = 0.5; TcdB GH inh = 0.9
CCc1ccccc1NC(=O)CN1CCN(C(=O)c2cc(C3CC3)nn2-c2ccccc2)CC1 reads Yp Topo-I inh = 30; Anthrax LF prot = 2; PriA SSB inh = .; CCHF vOTU inh = -9; BH1578 lux ind = 0.8; 3CLpro inhibitor = .; BoNT A protease = -0.6; DUSP3 inh = .; PfHsp40 rescue = .; TcdB GH inh = 0.0
